Lipid storage S3 – qHTS Assay for Lipid Storage Modulators in Drosophila S3 Cells; AID 2685; hit rate 0.64% among 320,000; lipid storage change, negative = inhibition, % at the top dose, mostly 46.1 µM; hits show Potency in µM; Drosophila S3 cells, BODIPY lipid droplet fluorescence, 18-24 h; cells fed with added oleic acid; active = well fitted inhibition curve with a large enough effect in the signal ratio, with a control signal flat, not every such curve was filed as active; inconclusive = small, poorly fitted or top-dose-only effect, or effect the other way, or a change in a side signal; the % refers to the signal ratio
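Drosophila S3 cells got compounds at several concentrations plus oleic acid (400 uM solution). Laser-scanning cytometry with 488 nm excitation read lipid droplets at 500-530 nm and cells at 575-640 nm. Percent activity was relative to 20 uM Triacsin C.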
Lipid storage S3 cell count max – further read-out of Lipid storage S3, marked with its call; cell number change, %; measured here: cell count max response;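 cells counted by Cell Tracker Red CMTPX staining in the red channel; peak over a dose series mostly up to 46.1 µM; percent activity relative to internal control wells on each plate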
* = called active by the depositor; i = inactive; ? = inconclusive; nt = no result given; & = joins results of further samples; [ ] = remark or other dose. % is scaled to controls: 0 for no effect and ±100 for the full control effect; potency is read from the fitted curve at half-maximal effect.

smiles,Lipid storage S3 cell count max,Lipid storage S3
CC(=Nc1ccc(C)cc1)c1sc2ccccc2c1O,nt,?
CNC(=O)NC(=O)C(c1ccccc1)N(C)CC1COc2ccccc2O1 (stereo unspecified),nt,?
Nc1nc(F)nc2c1ncn2[C@@H]1O[C@H](CO)[C@@H](O)[C@@H]1O,nt,?
CC1(C)CC(=O)C(Sc2nnc(-c3ccc(NS(C)(=O)=O)cc3)n2Cc2ccco2)C(=O)C1,nt,?
COC(=O)c1cccc(-n2nnnc2SCC(=O)Nc2cc(C)on2)c1,nt,?
CC(=O)c1cccc(NC(=O)CN2C(=O)NC(C)(c3ccc4c(c3)OCCCO4)C2=O)c1 (stereo unspecified),nt,?
NCCCC[C@H]1CNC(=O)C(=O)N1CCc1cc(C(F)(F)F)cc(C(F)(F)F)c1,1,i
CC(=O)NCCCCCCNC(C)=O,8&10,0%&-3%
CCc1noc(C)c1C(=O)N(CCOC)c1c(N)n(CC(C)C)c(=O)[nH]c1=O,nt,?
Cc1ccc(NC(=O)CCN2C(=O)c3ccccc3C2=O)cc1C,7,10%
CCN(CC)C(=O)N1CCc2ccccc21,nt,?
CC1CCN(C(=O)c2cc3ccccc3c(=O)o2)CC1,22,-7%

5 compounds out of the list, sorted by number of heavy atoms, low to high:
smiles,Lipid storage S3 cell count max,Lipid storage S3
CC(=O)NCCCCCCNC(C)=O,8&10,0%&-3%
CCN(CC)C(=O)N1CCc2ccccc21,nt,?
CC(=Nc1ccc(C)cc1)c1sc2ccccc2c1O,nt,?
CC(=O)c1cccc(NC(=O)CN2C(=O)NC(C)(c3ccc4c(c3)OCCCO4)C2=O)c1 (stereo unspecified),nt,?
CC1(C)CC(=O)C(Sc2nnc(-c3ccc(NS(C)(=O)=O)cc3)n2Cc2ccco2)C(=O)C1,nt,?

Other compounds.
smiles,Lipid storage S3 cell count max,Lipid storage S3
O=C(CSc1nnc(NCc2ccccc2)s1)NC1CCS(=O)(=O)C1 (stereo unspecified),nt,?
COCCCNS(=O)(=O)c1cc2c3c(c1)C(C)C(=O)N3CCC2 (stereo unspecified),nt,?
OC(COCC(F)(F)C(F)(F)C(F)(F)C(F)F)Cn1c2ccccc2c2ccccc21 (stereo unspecified),nt,?
CCC(Sc1ccccn1)C(=O)Nc1nnc(C)s1 (stereo unspecified),-19,i
CC(C)(C)c1ccc(C(=O)C2CCCN(C(=O)CN3CCCC3=O)C2)cc1 (stereo unspecified),1,-14%
CC(=O)Nc1cccc(-c2nnc(SCc3ccccc3C#N)n2C)c1,-8,i
Cc1ccc(C2(C)NC(=O)N(CC(=O)NCCC3=CCCCC3)C2=O)cc1 (stereo unspecified),nt,?
Cc1nc2ccc(NC(=O)c3cc([N+](=O)[O-])cc([N+](=O)[O-])c3Cl)cc2s1,nt,?
COc1ccc(C(=O)N2CCN(c3cccc(C)c3C)CC2)cc1S(=O)(=O)NC1CC1,nt,?
O=C(COc1ccccc1C(=O)NCc1ccccc1)Nc1ccccc1,13,6%
Cc1ncc(N=Nc2ccc(F)cc2)c(-c2ccc(Cl)cc2)n1,nt,?
C=C1C[C@@]23CCC4[C@@](C)(CCC[C@@]4(C)C(=O)OC)C2CC[C@]1(OC(C)=O)C3 (stereo partly specified),nt,?
CSc1nc(N(C)NC(=O)c2cccc(C)c2)c2ccccc2n1,nt,?
COCC(=O)Nc1cc(C(=O)Nc2ccccc2C)ccc1Cl,nt,?
CCNC(=S)NNC(=O)CCc1nc2cc(Cl)ccc2n(Cc2ccccc2)c1=O,nt,?
c1ccc(C(c2ccccc2)N2CCN(c3ccc4ccccc4n3)CC2)cc1,9,-2%
COC(=O)C1=C(C)N(CC(C)C)C(=O)/C1=C\c1cccs1,-13,-28%
COC(=O)c1ccc(S(=O)(=O)NC(C)(C)C)n1C,3,-7%
S=c1[nH]cc(-c2ccccc2)n1-c1ccccc1Cl,nt,?
CCCCOc1ccc(/C=C/C(=O)Nc2ccc(C(N)=O)cc2)cc1,-12,i
CCN(Cc1nc2ccccc2c(=O)[nH]1)C(=O)c1cccc(S(=O)(=O)N2CCc3ccccc32)c1,nt,?
O=C(O)c1ccccc1C(=O)c1ccc(Oc2ccccc2)cc1,nt,?
Cc1nn(CC(=O)N2CCN(S(=O)(=O)c3ccccc3)CC2)c(C)c1[N+](=O)[O-],nt,?
CCN(CC)c1ccc(C=Nc2cccnc2Cl)c(O)c1,15,-2%
COc1ccc(Cc2nnc(NC(=O)Cc3cccs3)s2)cc1OC,1,5%
COC(=O)c1ccccc1NC(=O)CSc1nnc(CNS(=O)(=O)c2ccc(C)cc2)n1C,-12,i
CCSc1nnc(NC(=O)c2ccccc2C)s1,-6,-2%
COc1cccc(CN(C)CC(=O)Nc2cccc(S(N)(=O)=O)c2)c1OC,nt,?
Cc1cccc(-n2ncc3c(N4CCCc5ccccc54)ncnc32)c1,nt,?
CCOc1cc(/C=N/NC(=O)CSc2nnc(C)s2)ccc1OCc1ccccc1Cl,nt,?
C/C(=N\OCC(=O)OC(C)C(=O)Nc1ccc(C(N)=O)cc1)c1ccc2c(c1)OCO2 (stereo unspecified),nt,3%
NC(=O)c1ccccc1OCc1nnc(-c2ccccc2Br)o1,nt,?
Nc1ncnc(Sc2ccccc2)c1[N+](=O)[O-],nt,?
COc1cc(C(=O)OCC(=O)NC2CCS(=O)(=O)C2)c([N+](=O)[O-])cc1OC (stereo unspecified),nt,?
CC1CCCC(C)N1C(=O)Cn1c(SCC(=O)NCc2ccc3c(c2)OCO3)nc2ccccc21 (stereo unspecified),nt,?
Cc1c(NC(=O)c2cccs2)cccc1NC(=O)c1cccs1,-3,i

Brought forward from above: 5 compounds; new compounds follow.
smiles,Lipid storage S3 cell count max,Lipid storage S3
NC(=O)c1ccccc1OCc1nnc(-c2ccccc2Br)o1,nt,?
Nc1ncnc(Sc2ccccc2)c1[N+](=O)[O-],nt,?
COc1cc(C(=O)OCC(=O)NC2CCS(=O)(=O)C2)c([N+](=O)[O-])cc1OC (stereo unspecified),nt,?
CC1CCCC(C)N1C(=O)Cn1c(SCC(=O)NCc2ccc3c(c2)OCO3)nc2ccccc21 (stereo unspecified),nt,?
Cc1c(NC(=O)c2cccs2)cccc1NC(=O)c1cccs1,-3,i
Cn1cncc1C#Cc1ccc2cc(C(C)(C)O)oc(=O)c2c1,nt,?
COc1ccccc1CNC(=O)c1cnc2sccn2c1=O,nt,i
COc1cccc(N2CCN(c3nc(C)cc(=O)[nH]3)CC2)c1,16,-17%
N#Cc1nc(-c2ccccc2)oc1N1CCC(C(N)=O)CC1,nt,?
Cc1ccc(-c2noc(-c3ccno3)n2)cc1,nt,6%
O=C(O)c1cccc(NC(=O)c2cccc(S(=O)(=O)N3CCc4ccccc4C3)c2)c1,nt,?
CCN1C(=O)N(CC)c2cccc3cccc1c23,-9,-25%
CCOc1ccc2nc(SCC(=O)Nc3cc(C)on3)c(C)cc2c1,nt,?
CCOP(=O)(OCC)C(NC(=O)Nc1c(C)cc(C)cc1C)c1ccccc1 (stereo unspecified),nt,?
Cc1n[nH]c(=S)n1-c1cccc(Cl)c1,nt,?
CCN(c1ccccc1)S(=O)(=O)c1ccc2[nH]cc(C(=O)NCCOC)c(=O)c2c1,nt,i
O=C(Nc1cccc(Cl)c1)c1ccc(-n2cncn2)c([N+](=O)[O-])c1,nt,?
COc1ccc(C(=O)c2c[nH]cc2-c2ccccc2)cc1,-11,-4%
Cc1ccc(S(=O)(=O)Cc2nc3ccccc3c(=O)[nH]2)cc1,-7,2%
Cc1cc(C)n(C2CC(=O)N(c3ccc(Cl)c(Cl)c3)C2=O)n1 (stereo unspecified),-2,8%
COc1ccc(N2CC(C(=O)Nc3cc(C)ccn3)CC2=O)cc1 (stereo unspecified),14,8%
CCCN1C(=O)c2ccc(C(=O)NCc3ccco3)cc2C1=O,nt,?
CCOC(=O)c1nnn(-c2nc(N3CCCC3)nc(N3CCCC3)n2)c1-c1ccccc1,21,-4%
CCCc1cc(=O)n2[nH]c(NCc3ccccc3F)nc2n1,nt,?
COC(=O)C1=C(C)N(Cc2ccco2)C(=O)/C1=C\c1ccc([N+](=O)[O-])cc1,nt,?
O=C(CCc1ccccc1)NN1C(=O)C2C3C=CC(C3)C2C1=O (stereo unspecified),4,-4%
O=C(CCC1CCCC1)Nc1ccon1,nt,?
CS(=O)(=O)N1CCC(C(=O)NNC(=O)Nc2ccc(F)c(Cl)c2)CC1,nt,?
Cc1ccc(C(=O)Nc2ccc(NC(=O)c3ccco3)c(C)c2)cc1,nt,?
O=C(O)/C(=C\c1cccs1)c1ccccc1,nt,?
O=C1CC(N2CCN(Cc3ccc4c(c3)OCO4)CC2)C(=O)N1CCc1ccccc1 (stereo unspecified),nt,?
COc1ccc(C2C(C(=O)Nc3cccc(OC)c3)c3ccccc3C(=O)N2C)cc1 (stereo unspecified),nt,?
NC(=O)CSc1nnc2n(-c3ccccc3)c(=O)c3c4c(sc3n12)CCCCC4,nt,?
NC(=O)CSc1nnc(Cc2cccs2)n1C1CCCCC1,11,-3%
Cc1ccsc1C(=O)OCC(=O)NCC1CCCO1 (stereo unspecified),nt,?
O=C(Nc1cccc(C(=O)Nc2ccc(Cl)cn2)c1)c1ccccc1,nt,?
CC(=O)O[C@H]1C2OC(=O)C(C)=C2[C@@H]2OC(=O)[C@]3(CCC4OC41C)OC23 (stereo partly specified),-19,-5%
Cc1ccc([C@@H]2[C@@H]3C(=O)N(c4ccccc4)C(=O)[C@@H]3[C@]3(Cc4ccccc4)C(=O)N(CC4CC4)CC(=O)N23)o1,-10,-17%
CCCCC(=O)NC(c1ccc(OC)c(OC)c1)c1c(O)ccc2ccccc12 (stereo unspecified),nt,?
O=C(NCc1ccco1)c1ccccc1NS(=O)(=O)c1cccs1,nt,?
CCN(CC)S(=O)(=O)c1ccc2c(c1)nc(-c1ccccn1)n2C,-3,i
Cc1ccc(C)c(NC(=O)CSc2nnc([C@@H]3CCCN3C(=O)OC(C)(C)C)o2)c1,-11,-4%
CCN1CCN(C(=O)c2ccc3c(=O)n(CCC4=CCCCC4)c(=O)[nH]c3c2)CC1,nt,?
O=C(Nc1ccccc1-c1ccccc1)C(=O)Nc1ccccc1-c1ccccc1,-5,-9%
CCC1CCCCN1C(=O)CSc1nc(N)cc(=O)[nH]1 (stereo unspecified),nt,?
CCn1cc(CN2CCC(n3nccc3NC(=O)CCCc3ccccc3)CC2)cn1,nt,?
Fc1ccc2[nH]c3c(N4CCN(C5CCCCC5)CC4)ncnc3c2c1,nt,?
Cc1ccccc1-c1nc(CN2CCC(C(=O)NCC3CCCO3)CC2)c(C)o1 (stereo unspecified),-12,12%
CN(Cc1ccccc1)c1nnc(N)s1,-2,1%
O=C(CN(C(=O)Cn1nnc(-c2ccc(F)cc2)n1)c1ccc(F)c(Cl)c1)NCC1CCCO1 (stereo unspecified),-16,-14%
CCOc1ccc(CCNC(=O)C2CCCN(c3nnc(-n4cccc4)s3)C2)cc1OCC (stereo unspecified),-15,14%
COc1ccc(S(=O)(=O)N2CCOC2CNC(=O)C(=O)NCc2ccco2)cc1 (stereo unspecified),0,-1%
CC(=O)Nc1nc2ccc(S(=O)(=O)N3CCCCC3)cc2s1,nt,?
CCOc1ccc(CCNS(=O)(=O)c2ccc(-c3ccc(=O)[nH]n3)o2)cc1OCC,nt,?
Cc1cc(C)nc(SCc2nnc(SCC(=O)N3CCCc4ccccc43)o2)n1,nt,?
CN(C)c1ccc(/C=N/NC(=O)CSc2ccccn2)cc1,-12,-3%
COC(=O)c1oc2ccc(Br)cc2c1NC(=O)CCN1CCOCC1,0,17%
O=C(CSc1ccc(Br)cc1)Nc1ccccc1N1CCOCC1,26,22%
COc1ccc([N+](=O)[O-])cc1NC(=O)Nc1cccc(Cl)c1,nt,?
CN(c1cccnc1)c1ncnc2[nH]ncc12,nt,?
Cc1csc(NC(=O)CCN2C(=O)c3ccccc3S2(=O)=O)n1,nt,?
COc1cc([N+](=O)[O-])ccc1NC(=O)Nc1nc2c(s1)CCCC2,nt,?
O=C(N/N=C/c1c[nH]c2ccccc12)c1cccs1,nt,?
CC(=O)C(=[N+]=[N-])C(=O)NCc1ccccc1,nt,?
COc1cc2c(cc1OC)C(C)N(S(=O)(=O)c1cccs1)CC2 (stereo unspecified),nt,?

More compounds.
smiles,Lipid storage S3 cell count max,Lipid storage S3
CCN1CCN(c2nc(-c3cccnc3)nc3ccccc23)CC1,nt,?
CNC(=S)N1CCN(CCNC2=CC(=O)CC(C)(C)C2)CC1,-11,1%[9.22 µM]
CN(C(=O)CC(NC(=O)c1ccccc1Cl)c1ccccc1)c1ccccc1 (stereo unspecified),nt,?
CC(C)(C)C(=O)CSc1nnc(-c2cccs2)n1CC1CCCO1 (stereo unspecified),nt,?
Cc1c(C(=O)Nc2ccc(Br)cc2)cnn1C,12,5%
CCCCNC(=O)CCCCCn1c(=O)[nH]c2cc(C(=O)OC)ccc2c1=O,nt,?
COc1ccc(CN2C(=O)c3cccnc3C2=O)cc1S(=O)(=O)NC1CCCCC1,nt,?

Screens as filed in PubChem.

Some of the compounds tested; rates above refer to the full screens.
